Source: PubChem
Epigenetic reg: Quantitative High-Throughput Screen for Regulators of Epigenetic Control. Potency, µM (highest dose often 53.9 µM), without a hit: at the top dose GFP activation, most hits filed as activators. AID 1865, 2009. actives 0.2% (n = 280,000). murine LDR cells, GFP reporter derepression, 30 h; further: potency means the concentration at half of the fitted maximal effect; % of control where 0% means no effect; nearly all actives have a fitted effect of over 60% in size
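Murine LDR cells carrying a silenced, genomically integrated CMV-driven GFP reporter were exposed to compound for 30 hours at 37 C. After PBS washes, GFP-positive cells (20–120 um objects) were counted by laser-scanning microplate cytometry.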
NPSR antag: qHTS Assay for Antagonists of the Neuropeptide S Receptor: cAMP Signal Transduction; Q6W5P4; CHO-NPSR cells, cAMP TR-FRET, antagonist mode; Potency, µM (titrated, usually from 38.3 µM), without a hit: top-dose activity change, negative = inhibition, usual class: inhibitors; actives 1% (n = 220,000); further: potency means the concentration at half of the fitted maximal effect; on the % scale 0 is the no-effect control and ±100 the full control effect; nearly all actives have a fitted effect of over 50% in size; many of its hits are not listed in these tables
Target sequence (Q6W5P4 whole entry, looked up): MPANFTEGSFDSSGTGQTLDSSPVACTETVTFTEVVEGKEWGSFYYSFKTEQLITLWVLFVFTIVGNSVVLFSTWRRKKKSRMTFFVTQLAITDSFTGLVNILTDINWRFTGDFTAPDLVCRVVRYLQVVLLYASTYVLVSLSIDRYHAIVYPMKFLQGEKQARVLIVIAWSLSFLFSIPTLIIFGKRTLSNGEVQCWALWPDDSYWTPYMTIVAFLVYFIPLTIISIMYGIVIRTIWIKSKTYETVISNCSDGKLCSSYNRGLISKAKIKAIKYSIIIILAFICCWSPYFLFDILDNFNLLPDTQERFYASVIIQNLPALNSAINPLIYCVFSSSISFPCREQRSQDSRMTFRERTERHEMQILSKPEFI
CBFb-RUNX1 inh: qHTS Assay for Compounds Blocking the Interaction Between CBF-beta and RUNX1 for the Treatment of Acute Myeloid Leukemia. Runt-related transcription factor 1 (Homo sapiens) + Core-binding factor subunit beta …. 230,000 tested, under 10 active. Potency, µM (top dose mostly 59.8 µM), for inactives: top-dose activity, negative = inhibition, usual class: inhibitors. AlphaScreen CBFb-His/RUNX1-biotin binding, biochemical; further: % of control where 0% means no effect
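Proteins preincubated together for 20 min at RT before compound addition; 15 min later, nickel and streptavidin beads were added and left 90 min prior to AlphaScreen measurement.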
Tau fluor cs: Counterscreen qHTS for Inhibitors of Tau Fibril Formation, Fluorescence Polarization | Potency, µM (doses to about 57.7 µM), inactives show top-dose activity change, negative = decrease | AID 1463, 2008 | tau K18 P301L (four-repeat tau fragment) Alexa594 fluorescence, heparin fibrillization | actives 0.93% (n = 280,000); further: potency means the concentration at half of the fitted maximal effect; on the % scale 0 is the no-effect control and ±100 the full control effect; nearly all actives have a fitted effect of over 55% in size
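Human K18 P301L tau (15 uM unlabeled plus 0.24 uM Alexa 594-labeled, final) in 100 mM sodium acetate pH 7 was mixed with compound and 20 uM heparin and incubated 6 hr at 37 C.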
TexasRed fluor: Total Fluorescence Counterscreen for Inhibitors of the Interaction of Thyroid Hormone Receptor and Steroid Receptor Coregulator 2; TRb/SRC2 Texas Red total fluorescence interference; actives 0.29% (n = 280,000); Potency, µM (doses to about 106 µM), for inactives: at the highest dose fluorescence change, negative = quenching; AID 1479, 2009; active means well fitted curve in either direction with a large enough effect; inconclusive means small, poorly fitted or top-dose-only effect; further: potency means the concentration at half of the fitted maximal effect; on the % scale 0 is the no-effect control and ±100 the full control effect
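Human TRb ligand-binding domain at 0.6 uM with 20 nM Texas Red SRC2 peptide in Tris buffer containing 1 uM T3 and 5% DMSO, incubated with compound 5 h at ambient temperature. Total fluorescence (555/632 nm) calculated as parallel + 2 × perpendicular.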
GLA spleen mod: qHTS Assay for Inhibitors and Activators of Human alpha-Galactosidase From Spleen Homogenate; Alpha-galactosidase A (Homo sapiens), P06280; human spleen homogenate, 4MU-alpha-Gal fluorescence, 40 min; Potency, µM (highest dose often 80 µM), inactives show top-dose activity change, negative = inhibition, actives largely listed as inhibitors; actives 0.008% (n = 240,000);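 further: potency means the concentration at half of the fitted maximal effect; 0% = enzyme with vehicle and -100% = no enzyme basal signal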
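Human spleen homogenate (1 ug) was the enzyme source, with 4-methylumbelliferyl-alpha-D-galactopyranoside (1 mM final) in pH 5.0 citrate buffer with 0.01% Tween-20. Compounds were titrated; after 40 min at 37C, NaOH/glycine stop, 4-MU fluorescence read; AC50 from Hill fits.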
Tau fibril FP: qHTS for Inhibitors of Tau Fibril Formation, Fluorescence Polarization | actives 0.39% (n = 280,000) | Microtubule-associated protein tau (Homo sapiens), P10636 | Potency, µM (highest dose often 57.7 µM), for the others: top-dose activity, negative = inhibition, actives largely listed as inhibitors | K18 P301L tau heparin fibrillization, Alexa594 FP, 6 h | AID 1468, 2008; further: potency means the concentration at half of the fitted maximal effect; on the % scale 0 is the no-effect control and ±100 the full control effect; nearly all actives have a fitted effect of over 55% in size
Target sequence (P10636 561-689 P618L limits assumed): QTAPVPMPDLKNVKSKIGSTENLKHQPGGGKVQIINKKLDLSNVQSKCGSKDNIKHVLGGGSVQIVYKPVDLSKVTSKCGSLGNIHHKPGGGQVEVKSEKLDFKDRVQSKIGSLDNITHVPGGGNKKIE
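Quantitative HTS format: compounds meet 15 uM recombinant K18 P301L tau and Alexa 594-tau tracer in 100 mM sodium acetate pH 7; 20 uM heparin triggers fibrillization at 37 C over 6 hr; FP gives the signal.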
TRb-SRC2 inh: qHTS for Inhibitors of the Interaction of Thyroid Hormone Receptor and Steroid Receptor Coregulator 2; Potency, µM (top dose mostly 106 µM), inactives show at the top dose activity change, negative = inhibition, most hits filed as inhibitors; actives 0.065% (n = 280,000); TRbeta-SRC2 peptide binding, fluorescence polarization; receptor liganded with 1 µM T3; AID 1469, 2008;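 further: potency means the concentration at half of the fitted maximal effect; plate controls were bound peptide for no effect and peptide without receptor for full effect; nearly all actives have a fitted effect of over 50% in size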
Target sequence (P10828 whole entry, looked up): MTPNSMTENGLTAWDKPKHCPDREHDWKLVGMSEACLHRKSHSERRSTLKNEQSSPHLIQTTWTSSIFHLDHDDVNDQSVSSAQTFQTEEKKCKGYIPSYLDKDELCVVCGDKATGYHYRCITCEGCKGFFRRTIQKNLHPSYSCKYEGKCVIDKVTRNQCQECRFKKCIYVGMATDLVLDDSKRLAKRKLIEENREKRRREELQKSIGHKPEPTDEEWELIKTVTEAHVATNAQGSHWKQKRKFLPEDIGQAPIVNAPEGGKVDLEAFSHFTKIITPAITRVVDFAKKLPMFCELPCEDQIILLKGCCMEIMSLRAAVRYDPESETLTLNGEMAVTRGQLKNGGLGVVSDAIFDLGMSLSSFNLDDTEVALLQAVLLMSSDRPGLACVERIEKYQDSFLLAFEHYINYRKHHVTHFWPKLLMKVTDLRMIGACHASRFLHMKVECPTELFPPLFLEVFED
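Read-out is fluorescence polarization (555 nm excitation, 632 nm emission) of a Texas Red SRC2 coactivator peptide; loss of signal reflects blocked binding to human TRb ligand-binding domain in the presence of 1 uM T3.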
Starred values were filed as active, the others as inactive; ? = inconclusive; . = no result given; [ ] = remark or other dose. Unless noted, the call rests on the fitted dose curve; in most records, active means well fitted curve in the direction sought with a large enough effect; inconclusive means small, poorly fitted or top-dose-only effect, or another doubt; inactive means no such curve, though single readings can be large; an effect the other way counts as inactive or inconclusive. The list is partial, so the mix of outcomes need not match the whole.

SMILES | Epigenetic reg | NPSR antag | CBFb-RUNX1 inh | Tau fluor cs | TexasRed fluor | GLA spleen mod | Tau fibril FP | TRb-SRC2 inh
COc1ccc(Br)cc1C1SCC(=O)Nc2c1c(C)nn2-c1ccccc1C (configuration not stated) | -1.9% | . | . | -19.7% | -0.3% | . | ? | -3.0%
O=C1Nc2ccccc2C1Cc1nc2ccccc2c(=O)n1-c1ccccc1 (configuration not stated) | -1.0% | -15.7% | 0.8% | . | 1.7% | -3.8% | . | -1.2%
CC(=O)CC1CCCCN1 (configuration not stated) | -0.8% | . | . | -5.4% | -2.3% | 1.9% | -3.7% | -3.7%
Oc1ccc2c(c1)[C@@]13CCCCC1[C@@H](C2)N(CC1CCC1)CC3 (some centres not stated) | . | . | 13.0% | . | 2.5% | -2.5% | . | -6.4%
CCOc1ccc(NC(=O)CN(c2ccc(Cl)cc2C)S(=O)(=O)c2ccccc2)cc1 | -1.1% | . | . | ? | ? | . | -22.5% | -4.2%
OC1/C(=C/c2ccc(F)cc2)N2CCC1CC2 (configuration not stated) | -0.9% | 10.4% | 2.6% | 4.1% | -0.8% | 1.0% | 6.2% | 6.3%
O=C(O)c1cc(Oc2ccc(C(F)(F)F)cc2Cl)ccc1[N+](=O)[O-] | . | . | 12.8% | . | 4.9% | 15.9% | . | -11.7%
C[C@H]1[C@@H](O)[C@@H](C)/C=C\C=CCC\C=C/C=C\C=C/C=C[C@@H](O[C@H]2O[C@@H](C)[C@@H](O)[C@@H](N)[C@@H]2O)C[C@@H]2O[C@@](O)(C[C@@H](O)[C@H]2C(=O)O)C[C@@H](O)[C@@H](O)CC[C@@H](O)C[C@@H](O)C[C@@H](O)CC(=O)O[C@H]1C | -0.3%[16.9 µM] | . | 13.0%[21.7 µM] | . | -3.9%[53 µM] | -6.5%[29.1 µM] | . | 6.7%[53 µM]
Cc1ccc(-c2nc3ccc(C)cn3c2CC(=O)N(C)C)cc1 | 2.4% | . | 14.8% | -15.7% | -1.4% | 7.9% | 9.1% | 0.8%
Cc1cccc(-c2nc3ccccc3c(=O)n2-n2cccc2)c1 | -1.0% | -11.9%[46.1 µM] | 7.0% | -9.2% | 0.6% | -5.4% | 2.1% | -7.4%

Ordered by count of non-hydrogen atoms (high to low): part of the list above.
SMILES | Epigenetic reg | NPSR antag | CBFb-RUNX1 inh | Tau fluor cs | TexasRed fluor | GLA spleen mod | Tau fibril FP | TRb-SRC2 inh
CCOc1ccc(NC(=O)CN(c2ccc(Cl)cc2C)S(=O)(=O)c2ccccc2)cc1 | -1.1% | . | . | ? | ? | . | -22.5% | -4.2%
COc1ccc(Br)cc1C1SCC(=O)Nc2c1c(C)nn2-c1ccccc1C (configuration not stated) | -1.9% | . | . | -19.7% | -0.3% | . | ? | -3.0%
CC(=O)CC1CCCCN1 (configuration not stated) | -0.8% | . | . | -5.4% | -2.3% | 1.9% | -3.7% | -3.7%

Filtered by structure, the entries above with sulfur.
SMILES | Epigenetic reg | NPSR antag | CBFb-RUNX1 inh | Tau fluor cs | TexasRed fluor | GLA spleen mod | Tau fibril FP | TRb-SRC2 inh
COc1ccc(Br)cc1C1SCC(=O)Nc2c1c(C)nn2-c1ccccc1C (configuration not stated) | -1.9% | . | . | -19.7% | -0.3% | . | ? | -3.0%
CCOc1ccc(NC(=O)CN(c2ccc(Cl)cc2C)S(=O)(=O)c2ccccc2)cc1 | -1.1% | . | . | ? | ? | . | -22.5% | -4.2%

(continued)
SMILES | Epigenetic reg | NPSR antag | CBFb-RUNX1 inh | Tau fluor cs | TexasRed fluor | GLA spleen mod | Tau fibril FP | TRb-SRC2 inh
O=C1NC(=O)N(Cc2ccco2)C(=O)/C1=C/c1ccc(-c2cccc([N+](=O)[O-])c2)o1 | ? | ? | . | -14.9% | -11.4%[53 µM] | -4.3% | 6.2% | -7.9%[53 µM]
O=C1Nc2ccccc2/C1=C/c1cnc[nH]1 | 0.0% | -17.9%[46.1 µM] | -3.0% | -0.1% | -3.4% | -3.1% | 6.5% | -3.7%
Cc1ccc(NC(=O)CSc2nnc([C@@H](N)Cc3c[nH]c4ccccc34)o2)c(C)c1 | -2.5% | -9.2%[46.1 µM] | -2.8% | -6.0% | -1.2% | 8.5% | -6.4% | -5.1%
CCCCCC1C(=O)O[C@H](C)[C@@H](NC(=O)c2cccc(NC=O)c2O)C(=O)OC(C)C1OC(=O)CC(C)C (some centres not stated) | -0.1% | . | . | -29.0% | -1.9% | 7.6% | 8.2% | -3.6%
CC(=O)OC1CC[C@@]2(C)C3CC[C@]4(C)C(=O)CCC4C3CC[C@H]2C1 (some centres not stated) | -0.5% | . | 14.7% | -12.9% | 0.4% | -1.5% | 3.8% | -2.0%
CCOC(=O)c1c(C)n(CC(O)CN2CCOCC2)c2cc(Br)c(OC)cc12 (configuration not stated) | 2.9% | -5.9% | -3.6% | -12.0% | -3.1% | -0.3% | 9.8% | -2.0%
NC(=O)O | . | . | 8.5% | . | 4.8% | 9.9% | . | 1.3%
CC(C)(C)c1ccc(S(=O)(=O)N2CC3CC(C2)c2cccc(=O)n2C3)cc1 (configuration not stated) | -1.1% | -15.8%[46.1 µM] | -1.7% | -0.1% | 1.1% | -19.1% | 2.7% | 4.4%
O=C(Nc1ccc(F)c([N+](=O)[O-])c1)c1cccn(Cc2ccccc2)c1=O | 4.7% | . | . | -23.7% | -0.9% | . | ? | -0.2%
CC(=NCCc1ccccc1)c1c(O)[nH]c(=O)[nH]c1=O | -1.2% | 31.9% | 2.1% | -10.6% | -0.7% | -3.4% | -9.0% | 2.4%
N#Cc1ccc(NC(=O)CN2CCCC2)cc1Cl | -2.5% | -4.0% | -14.3% | -6.9% | -1.0% | 3.2% | -0.1% | -5.2%
Cc1cc(N2CCCCC2)nc2ccc(NC(=O)CCC(=O)N3CCN(c4cccc(Cl)c4)CC3)cc12 | 0.2% | . | . | ? | -8.3% | . | 9.8% | 9.0%
CCC(NC(=O)OC(C)(C)C)C(=O)Oc1cc(C)cc2oc(=O)c3c(c12)CCC3 (configuration not stated) | 2.4% | -12.2%[46.1 µM] | 6.5% | -4.9% | 0.4% | 4.9% | 2.5% | -3.6%
COc1ccccc1-n1c(/C=C/c2ccccc2)nc2ccccc2c1=O | -2.2% | . | . | -11.3% | -1.2% | . | 0.4% | 7.4%
COc1cccc(C(=O)Nc2ccc(-c3cc(C(F)(F)F)nn3-c3ccccc3)cc2)c1 | 1.1% | . | . | ? | 0.7% | . | ? | -0.9%
CCN(N=O)C(N)=O | . | . | 6.2%[21.7 µM] | . | -0.8% | 2.3% | . | 4.7%
COc1ccc(Cl)cc1NC(=O)CN1C(=O)CN=C(c2ccccc2)c2cc(Cl)ccc21 | -1.8% | . | . | -19.7% | -1.5% | . | ? | 6.2%
CCCc1cc2c(n1Cc1ccc(C)cc1)C(C)C1CN(C(=O)c3ccccc3)C(C)(C(=O)OC)C21 (configuration not stated) | -0.2% | . | 2.0% | -26.8% | 0.5% | -11.1% | -6.2% | 2.3%
Cc1c(C=O)c2ccccc2n1Cc1cccc(F)c1 | 0.0% | -6.4% | 9.4% | -3.0% | 11.3% | 4.0% | 5.4% | 7.3%
CNc1ccc2oc(C[C@H]3O[C@]4(CC[C@H]3C)O[C@H]([C@H](C)C(=O)c3ccc[nH]3)[C@H](C)C[C@H]4C)nc2c1C(=O)O | -0.1% | . | -15.9%[21.7 µM] | -18.1% | -4.0% | 1.2% | -3.6% | -10.3%
CC(C)c1ccc(-n2c(O)c(/C=N/NC(=O)c3ccccc3O)c(=O)[nH]c2=S)cc1 | 0.1% | -8.0% | . | -28.8% | -14.8% | 2.4% | ? | 7.2%
COC(=O)CNC(=O)c1cn(CCC#N)nc1-c1ccc(F)cc1 | 1.3% | 26.4% | 1.9% | -4.4% | -2.4% | -3.5% | -7.5% | -7.1%
O=C(Nc1ccc(Cl)cc1C(=O)c1ccccc1Cl)c1ccco1 | -1.1% | -8.2%[46.1 µM] | -2.1% | -4.8% | -1.8% | -14.8% | -14.8% | 1.2%
Cc1nc2ccccc2c(=O)n1-c1ccc(Br)cn1 | 0.5% | -10.9% | 1.1% | -4.5% | -2.2% | -3.6% | -3.6% | -0.7%
C/C=C1/CN2C3CC1C(CO)(C(=O)OC)C2Cc1c3n(C)c2ccccc12 (configuration not stated) | 1.1% | 4.7% | 5.0% | 2.1% | -2.8% | -2.2% | 1.6% | 5.7%
C[C@@H](C(=O)OC1C[C@H]2CC[C@@H](C1)N2C)c1ccc(Br)cc1 (some centres not stated) | -5.7% | . | 1.6%[21.7 µM] | -7.8% | -0.9% | -11.8% | -12.8% | -6.9%
CC(C)(Cl)[N+](=O)[O-] | . | . | ? | . | -3.3% | -4.8% | . | 5.3%
CN1CCN2c3ccccc3CC3(C(=O)N(C)C(=O)N(C)C3=O)C2C1 (configuration not stated) | -0.3% | -2.6%[7.67 µM] | 14.3% | -4.5% | -0.3% | -0.2% | -10.2% | -3.0%
Cc1ccsc1C(=O)C1CCCN(Cc2cnn(C(C)C)c2)C1 (configuration not stated) | -5.8% | 12.1% | 2.4% | 3.9% | -0.2% | 3.3% | 0.9% | -11.6%
CCN1CCN(C(c2cccs2)C(C)NC(=O)Oc2ccccc2)CC1 (configuration not stated) | -1.2% | -16.5% | 17.1% | -4.7% | -5.7% | 3.4% | -9.8% | -4.5%
CC(=NCC1CCCO1)c1c(O)n(-c2ccccc2)c(=O)[nH]c1=O (configuration not stated) | -2.0% | 11.9%[46.1 µM] | -0.7% | 0.4% | 0.2% | 2.6% | 9.6% | 1.2%
